From PubChem BioAssay
Vif-A3G inh: Vif-A3G binding inhibition | Q9HC16 | HeLa A3G-eYFP + Vif (tagged APOBEC3G with the HIV-1 protein that degrades it), YFP fluorescence, overnight | Potency, µM (top dose mostly 46.1 µM), inactives show at the highest dose activity, negative = active, hits mostly inhibitors | hit rate 0.076% among 410,000 | AID 602310;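 note: potency is the fitted concentration of half-maximal effect; % is set by controls: 0 for no effect and ±100 for the full control effect; nearly all actives have a fitted effect of over 60% in size; hits raise eYFP signal because A3G escapes Vif-driven loss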
Target sequence (Q9HC16 whole entry, looked up): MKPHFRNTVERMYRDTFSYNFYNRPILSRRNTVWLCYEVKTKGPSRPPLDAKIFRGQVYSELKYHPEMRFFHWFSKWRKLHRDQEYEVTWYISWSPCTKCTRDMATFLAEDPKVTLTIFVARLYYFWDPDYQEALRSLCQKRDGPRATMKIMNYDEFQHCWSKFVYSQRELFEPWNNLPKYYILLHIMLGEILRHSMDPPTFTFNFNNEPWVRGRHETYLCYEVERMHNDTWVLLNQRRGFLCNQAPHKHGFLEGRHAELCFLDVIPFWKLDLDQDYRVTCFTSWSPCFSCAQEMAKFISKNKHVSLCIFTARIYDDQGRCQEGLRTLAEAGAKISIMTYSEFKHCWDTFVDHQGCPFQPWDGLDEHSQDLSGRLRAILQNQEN
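HeLa cells stably expressing Vif and C-terminally eYFP-tagged A3G, seeded overnight at 37 deg C, then exposed to compound by pintool overnight at 37 deg C. Rise in yellow fluorescence (Ex 488/Em 500-530, Acumen) marks blocked Vif-driven A3G degradation.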
RXFP1 ag: activates the human relaxin receptor RXFP1 | Q9HBX9 | HEK293T-RXFP1 cAMP TR-FRET, 30 min; response scale: percent of porcine relaxin response, buffer zero | Potency, µM (titrated, usually from 57.5 µM), inactives show top-dose activation, hits mostly activators | hit rate 0.3% among 370,000 | AID 2676; note: potency is the fitted concentration of half-maximal effect; % is set by controls: 0 for no effect and ±100 for the full control effect; nearly all actives have a fitted effect of over 60% in size; many of its hits are not listed in these tables
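HEK293 cells stably expressing RXFP1, treated 30 min at 37C with compounds plus PDE4 inhibitor Ro 20174; cAMP measured by HTRF TR-FRET. Normalized to buffer and 29 nM porcine relaxin; EC50 by Hill fit.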
D2 potentiator: positive allosteric modulators of human D2 dopamine receptor. hit rate 0.34% among 340,000. potentiation, % at 10 µM. HEK293 T-REx D2, calcium flux, EC20 dopamine potentiation;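 active = potentiation over 3 SD above the plate norm, cut at about 30% in these data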; note: 0% is about no effect
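Potentiation of an EC20 dopamine calcium response is measured in a force-coupled, tetracycline-inducible Hek293 Trex D2 line. Compound-only kinetic reads over 180 s flag agonists before dopamine addition.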
RXFP1 antagonist: blocks the human relaxin receptor RXFP1. activity change, negative = inhibition, % at 57.5 µM. hit rate 0.59% among 350,000. Q9HBX9. HEK293-RXFP1, relaxin-stimulated cAMP HTRF, 30 min; hits give low values;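 active = activity change of -60% or lower, but not beyond a set lower limit; inconclusive = change between -60% and -40%, or beyond the set limit; inactive = change above -40%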; note: % is set by controls: 0 for no effect and ±100 for the full control effect
D1 potentiator: human D1 dopamine receptor positive modulation. HEK293 TREx D1 cells, calcium flux, dopamine EC20 potentiation. potentiation, % at 10 µM. hit rate 0.036% among 360,000. AID 504651; in the data active = potentiation above about 30%; note: 0% is about no effect
Target sequence (P21728 whole entry, looked up): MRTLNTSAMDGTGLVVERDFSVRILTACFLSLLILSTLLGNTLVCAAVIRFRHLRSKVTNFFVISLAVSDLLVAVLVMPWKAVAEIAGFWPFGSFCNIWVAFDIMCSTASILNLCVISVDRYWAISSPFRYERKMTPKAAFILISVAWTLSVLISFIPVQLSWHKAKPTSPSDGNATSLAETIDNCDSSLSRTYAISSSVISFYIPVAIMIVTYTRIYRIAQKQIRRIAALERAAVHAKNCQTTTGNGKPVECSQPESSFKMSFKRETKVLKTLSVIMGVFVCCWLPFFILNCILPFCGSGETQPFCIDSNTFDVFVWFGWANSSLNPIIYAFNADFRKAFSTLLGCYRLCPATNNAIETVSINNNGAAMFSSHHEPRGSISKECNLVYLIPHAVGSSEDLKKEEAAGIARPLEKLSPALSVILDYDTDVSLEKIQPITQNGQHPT
D1 antagonist: human D1 dopamine receptor antagonism | HEK293 TREx D1 cells, calcium flux, dopamine EC80; hits give low values | activity change, negative = inhibition, % at 10 µM | hit rate 3.2% among 360,000; in the data active = activity change below about -30%; note: % is set by controls: 0 for no effect and ±100 for the full control effect
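Inducible Hek293 Trex D1 cells (tetracycline, overnight, 30 C). Calcium dye 30–90 min RT. Antagonist mode: EC80 dopamine added after 180 s compound read.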
D1 agonist: activates the human D1 dopamine receptor | P21728 | HEK293 T-REx D1 cells, calcium flux, agonist mode | activation, % at 2 µM | hit rate 1% among 360,000 | AID 504660; in the data active = activation above about 30%; note: 0% is about no effect
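Tetracycline-induced HEK293 TREx D1 cells, force-coupled to calcium signalling, were dye-loaded with a no-wash calcium kit. Compound was pin-added after a 10 s baseline. Fluorescence was read kinetically at 1 cycle/s for 180 s, with calcium rises flagged as agonism.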
Vif-APOBEC3F blk: Vif-A3F binding inhibition; hit rate 0.2% among 390,000; HeLa A3F-eYFP + Vif (tagged APOBEC3F with the HIV-1 protein that degrades it), YFP fluorescence increase; Potency, µM (series often up to 46.1 µM), for the others: at the highest dose activity, negative = active; AID 602313; note: potency is the fitted concentration of half-maximal effect; % of control where 0% means no effect; nearly all actives have a fitted effect of over 65% in size
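Fluorescence increase (Ex 488/Em 500-530) after overnight compound treatment at 37 deg C flags inhibition of Vif-driven A3F-eYFP loss in stable HeLa A3F-eYFP/Vif cells seeded overnight beforehand.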
Glioma ERSR ind: ER stress response induction in glioma | U87-MG GRP78 promoter luciferase reporter, 16 h | Potency, µM, without a hit: at the top dose activation, most hits filed as activators | hit rate 0.02% among 420,000 | AID 602332; note: potency is the fitted concentration of half-maximal effect; series mostly up to about 76 µM; % of control where 0% means no effect; nearly all actives have a fitted effect of over 35% in size
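ERSR induction read as luciferase luminescence (Bright-Glo, 10 min at room temperature) in stably transfected human U87-MG glioma cells exposed to compounds for 16 h, using GRP78 as sensor.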
* = called active by the depositor; ? = inconclusive; · = no result given. Unless noted, calls come from the whole dose curve; as a rule, active = well fitted curve in the direction sought with a large enough effect; inconclusive = small, poorly fitted or top-dose-only effect, or another doubt; inactive = no such curve, though single readings can be large; an effect the other way counts as inactive or inconclusive.

canonical_smiles | Vif-A3G inh | D2 potentiator | RXFP1 antagonist | RXFP1 ag | D1 antagonist | D1 agonist | D1 potentiator | Vif-APOBEC3F blk | Glioma ERSR ind
Cc1ccc(OCC(=O)Nc2cnn(CCCC(=O)O)c2)c([N+](=O)[O-])c1 | -1% | -2 | 4 | -0.3% | 4 | 2 | -3 | 3% | -4%
COc1cccc(NC(=O)CSC2=Nc3ccccc3C3=NC(CCC(=O)NCCc4ccccc4)C(=O)N23)c1 (centres undefined) | 2% | 4 | -25 | 1.3% | 13 | 1 | -1 | -10% | -6%
CCOc1ccccc1NC(=O)C(C)SCc1ccccc1 (centres undefined) | -20% | 0 | 5 | 0.2% | -5 | 1 | -1 | 0% | -4%
OC1(C(F)(F)F)CC(c2ccc3ccccc3c2)=NO1 (centres undefined) | 1% | -1 | 12 | 1.1% | -12 | 5 | -2 | 2% | 6%
C/C(=N\Nc1ccc(S(=O)(=O)Nc2ccccc2)cc1[N+](=O)[O-])c1ccncc1 | · | 21 | · | -2.1% | -32* | 1 | -4 | · | ·
COc1cc(/C=N/NC(=S)NCCc2ccccc2)cc(OC)c1OC | -7% | -1 | 9 | -0.2% | -4 | 2 | -4 | ? | 7%
Cc1ccc(NC(=O)COC(=O)c2ccc(Br)o2)cc1S(=O)(=O)N1CCCCC1 | -1% | -1 | -3 | -0.8% | -7 | 12 | -2 | 4% | -2%
COc1ccc(-c2nn(-c3ccccc3C)cc2CNC(C)Cn2cncn2)cc1F (centres undefined) | -1% | -12 | 14 | 1.4% | -4 | 3 | -4 | -1% | -5%
CCS(=O)(=O)N1CCC(c2nc(-c3ccc(C(F)(F)F)cc3)no2)CC1 | 3% | 6 | 6 | 1.5% | -17 | 17 | -5 | -12% | -1%
CCN(CC(=O)NC1CCS(=O)(=O)C1)S(=O)(=O)c1ccc(Br)cc1 (centres undefined) | 1% | · | -14 | · | · | · | · | -18% | -5%
COc1ccc(N2CCN(C(=O)Cc3ccc(Br)cc3)CC2)cc1 | 2% | 2 | -1 | 0.0% | -27 | 3 | -7 | -2% | -1%
CCOc1ccccc1CNC(=O)CCn1c(=O)c2cccn2c2ccc(F)cc21 | -4% | 1 | -8 | -0.4% | 7 | -1 | -4 | -6% | -3%
NC(=O)COC(=O)CSc1cccc2cccc(Cl)c12 | -5% | 0 | 3 | ? | -14 | 2 | 0 | -22% | 2%
Cc1ccc(NC(=O)COc2ccc(S(=O)(=O)N3CCOCC3)cc2)cc1 | -5% | 18 | 19 | -0.5% | -7 | 2 | -8 | -9% | 0%
C=CCNc1oc(-c2cccs2)nc1C#N | 1% | · | 0 | 4.9% | 4 | 1 | -5 | -1% | 6%
O=C(CSC1=NCCS1)N1CCCC1 | -1% | -25 | 3 | 2.2% | -28 | 1 | -14 | -2% | -1%
Cc1ccc(S(=O)(=O)N(C)Cc2nc(-c3ccccc3)oc2C)cc1 | 0% | -7 | -8 | 2.5% | 0 | 1 | 1 | 0% | -3%
CCOC(=O)C1CCN(c2cc3c(cc2NC(=O)c2ccc(F)cc2)n(C)c(=O)n3C)CC1 | -4% | 3 | -14 | 2.1% | -16 | 1 | -1 | -17% | -3%
CNC(=O)C1CC(=O)N(c2ccc(OCC(=O)Nc3ccc(F)cc3)cc2)C1 (centres undefined) | -4% | · | -4 | · | · | · | · | 0% | -3%
COc1cc2c(cc1O)CCN(C(=O)CSc1nncn1C)[C@@H]2C | 3% | -10 | · | 2.7% | · | 2 | -3 | 0% | -2%
O=[N+]([O-])c1ccc(NCCN2CCOCC2)c([N+](=O)[O-])c1 | -1% | -5 | 1 | 3.1% | -19 | 14 | -4 | -6% | 1%
CC(=O)C1=C(C)Nc2ncnn2C1c1cccc(OCc2ccccc2)c1 (centres undefined) | 0% | -5 | · | -0.6% | -31* | -3 | -10 | -5% | -2%
CCc1ccc(NC(=O)CSc2nnc(-c3ccco3)o2)cc1 | 0% | -4 | 1 | 1.3% | -3 | 1 | -4 | -11% | -2%
COc1cc(/C=N/N=C2/SCC(=O)N2c2ccc(O)cc2)ccc1O | -20% | 6 | -2 | 0.0% | -3 | 6 | 2 | -25% | 0%
CCCN(CC(=O)Nc1ccccc1C)C(=O)CCN1C(=O)c2cccc([N+](=O)[O-])c2C1=O | 2% | · | -12 | 1.7% | 16 | 0 | 3 | 0% | -4%
O=C(O)/C=C/S(=O)(=O)c1ccc2ccccc2c1 | -7% | -3 | 2 | 0.0% | -20 | 2 | -3 | 1% | -6%
C/C(CC(=O)N1CCN(C=O)CC1)=N\NC(=O)c1ccc(Br)cc1 | 2% | -22 | -7 | 0.0% | 0 | 4 | 1 | 3% | 1%
COC(=O)C1=C(C)N=C2SCCC(=O)N2C1c1ccc(C(=O)OC)cc1 (centres undefined) | 1% | 5 | -3 | 2.8% | 9 | 4 | 4 | -9% | -1%
CCOC(=O)c1cccc(NC(=O)C2CCCN(S(=O)(=O)c3c(C)nn(C)c3C)C2)c1 (centres undefined) | -3% | -12 | · | 2.0% | -7 | 2 | 5 | -1% | -4%
CN(C)S(=O)(=O)c1cccc(NC(=O)CC23CC4CC(CC(C4)C2)C3)c1 | 0% | -7 | -4 | 1.1% | -2 | 4 | -3 | 0% | -2%
O=C(O)CCC(=O)Nc1ccc(N=Nc2ccccc2)cc1 | -6% | -1 | -4 | 1.7% | -11 | 5 | -3 | 3% | -2%
CC1(C)c2ccccc2C(=O)c2ccccc21 | 5% | · | 15 | · | · | · | · | -10% | 0%
O=C(NC1CCCCCCC1)NC1CCCCC1 | 3% | -9 | -15 | 3.2% | -13 | 1 | -8 | -3% | 8%
COC(=O)[C@@H](NC(=O)Nc1ccccc1F)C(C)C | 4% | 3 | 27 | -0.5% | -10 | 1 | 4 | -6% | -1%
COCC(C)NC(=O)CSc1nc2ccccc2c(=O)n1CCc1ccc(S(N)(=O)=O)cc1 (centres undefined) | -1% | -5 | -20 | -0.5% | 17 | 3 | 4 | 9% | -4%
COc1ccc(OC)c(C2C3=C(N=c4s/c(=C\c5cccc(O)c5)c(=O)n42)c2ccccc2CC3)c1 (centres undefined) | -16% | 8 | -14 | 1.2% | 8 | 9 | 2 | -3% | 2%
Cc1nnc(NC(=O)C23CC4CC(C)(CC(C)(C4)C2)C3)s1 | -8% | · | 6 | · | · | · | · | 16% | -1%
O=C(c1ccccc1)c1nccc2ccccc12 | -3% | -2 | -1 | 4.3% | 3 | 0 | -1 | 1% | 2%
CCOC(=O)N1CC(C)N(CC(O)CN2CCOCC2)CC1C (centres undefined) | 0% | · | 6 | · | · | · | · | -18% | -1%
CCn1ccc(C(=O)NC2CCCC2)n1 | -5% | 1 | -2 | -1.3% | -4 | 2 | -10 | 2% | -2%
NC(=O)C1CCN(C(=O)COc2cccc3cccnc23)CC1 | 2% | 9 | 11 | 1.6% | -2 | 3 | -1 | -6% | -5%
CCOC(=O)Cn1c(=O)oc2cc(S(=O)(=O)N3CCCC(C(=O)OCC)C3)ccc21 (centres undefined) | 5% | 7 | · | 0.4% | -20 | 3 | 6 | -2% | -3%
O=C(CCc1nnc2n(Cc3ccc(Cl)cc3)c(=O)c3ccccc3n12)NCCN1CCCC1 | 3% | 20 | 5 | 5.1% | 0 | 2 | -3 | 0% | -3%
CN(/C(=N\S(=O)(=O)c1ccccc1)C(F)(F)F)c1ccccc1 | 2% | -3 | -7 | -1.4% | 10 | 5 | -1 | 0% | -3%
CC[C@@H](C)C(NC(=O)OC(C)(C)C)c1cn([C@@H](CCC(=O)OC(C)(C)C)C(=O)N2CCN(C(=O)OC(C)(C)C)CC2)nn1 (some centres undefined) | -2% | -2 | · | 0.4% | -7 | -1 | 1 | 5% | -2%
CCCCC(=O)OCC(=O)c1ccc(OCC)cc1 | 3% | 3 | -5 | -2.3% | -10 | 2 | 0 | -13% | 1%
COc1cccc(-c2cn3c(n2)sc2cc(C(=O)NC4CCCCCC4)ccc23)c1 | -1% | -5 | 3 | -0.9% | 3 | 1 | -1 | -7% | -3%
N#C/C(=C\c1cccnc1)c1ccccc1[N+](=O)[O-] | -18% | -2 | 3 | 2.1% | 3 | 3 | -6 | 2% | -5%

Only part of the results is shown (hit frequency here may not be typical).
